Screening data: PubChem BioAssay, several laboratories
CAL PDZ FP-1 – blocks peptide binding to the human CAL PDZ domain; Q9HD26; purified CAL PDZ, TMR-peptide fluorescence polarization, 1 h; inhibition, % at 24.9 µM; 300,000 tested, 0.92% active; AID 602252;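 active = mean inhibition of at least 30% with at least half of replicates also reaching 30%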;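 also: 0% = DMSO neutral control and 100% = excess unlabeled competitor peptide PRC23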
C-LANA FP – blocks KSHV LANA C-terminal domain binding to DNA. MBP-C-LANA/FAM-LBS DNA binding, fluorescence polarization. inhibition, % at 9 µM. 340,000 tested, 0.078% active. AID 504423;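 active = highest replicate inhibition at or above 60% at 9 µM, even if other replicates fall short; inactive = all replicates below 60% inhibition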;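 also: 0% = neutral control wells and 100% = 4 µM acridine orange control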
Arr AP2 block – inhibitors of human beta-arrestin and AP2 interaction | FITC-arrestin peptide / GST-AP2 beads, flow cytometry; AP2 beta2 appendage carries R879A mutation | inhibition, % at 10 µM | 340,000 tested, 0.31% active;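 active = inhibition above a set limit, near 3 SD of compounds lacking own fluorescence, cut at about 54% in these data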;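 also: plate controls were DMSO wells for no effect and 5 µM unlabelled arrestin peptide for full effect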
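test system = AP2 appendage R879A on GSH beads | buffer or medium = PBS plus Tween 20 (0.05%) and BSA (0.1%) | incubation = 12 min plus 1 h, RT | detection = bead flow cytometry, FITC channel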
DSG3 Ab inh – inhibitors of pemphigus antibody binding to human desmoglein-3; P32926; DSG3-coupled beads, scFv-anti-DSG3-GFP binding, flow cytometry; hits give low values; binding (percent of control), % at 10 µM; 310,000 tested, 0.48% active; AID 588358;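 active = binding more than 3 SD below its plate's average and above zero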;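 also: hits lower antibody fragment binding to DSG3; some compounds called inactive have numbers as strong as hits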
RTF Ca sens inh – cardiac RTF calcium desensitization; AID 493244; IANBD-labeled cardiac RTF, Ca2+ fluorescence; 340,000 tested, 0.12% active; inhibition, % at 7.15 µM; P19429+P45379;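 active = inhibition above the mean inhibition of all tested compounds plus 3 SD, cut at about 17% in these data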;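 also: assay run at fixed EC70 calcium of 1.6 mM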
Keap1-Nrf2 PPI – inhibitors of human Keap1-Nrf2 protein-protein interaction. Keap1 Kelch-Nrf2 peptide fluorescence polarization, 1536-well. inhibition, % at 9.4 µM. 340,000 tested, 0.15% active; in the data active = inhibition above about 12%;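 also: human Keap1 Kelch domain with fluorescein labeled Nrf2 9mer peptide probe; 0% = neutral control wells and 100% = peptide positive control; higher means more block of Keap1 binding to Nrf2 peptide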
CAL PDZ FP-2 – blocks peptide binding to human CAL PDZ domain; Q9HD26; AID 504414; 330,000 tested, 0.02% active; purified CAL PDZ, TMR-peptide fluorescence polarization, 1 h; inhibition, % at 20 µM;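 active = highest replicate inhibition of at least 40%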;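 also: plate controls were DMSO neutral control wells for no effect and unlabeled competitor peptide control wells for full effect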
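Material: tagged CAL PDZ protein CerCALP, purified; buffer or medium: sodium phosphate/NaCl buffer pH 7.4 with TCEP, IgG, Thesit; also added: fluorescent TMR peptide probe; schedule: 1 h incubation at room temperature before polarization reading; technique: fluorescence polarization from S- and P-plane intensities, G-factor corrected; control set: unlabelled peptide and DMSO controls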
V-ATPase pHluor – alters yeast V-ATPase proton transport. response, % at 10 µM. 350,000 tested, 0.37% active. S. cerevisiae, pHLuorin cytosolic pH fluorescence; in the data active = response mostly above about 7.3%, no sharp cut-off; inactive = mostly below about 5.4%; also: actives read high; inactives centre near 0; some compounds called inactive have numbers as strong as hits
DAGLB inh – diacylglycerol lipase beta (human) inhibition. HEK293T DAGLB membrane lysate, EnzChek fluorogenic substrate. inhibition, % at 5.17 µM. 340,000 tested, 0.059% active; in the data active = inhibition above about 34%;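 also: 0% = enzyme with vehicle and 100% = wells lacking enzyme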
NSD2 HMT inh – inhibitors of human histone methyltransferase NSD2 | inhibition, % at 12.5 µM | NSD2 peptide methylation, AlphaScreen, 120 min | 310,000 tested, 0.54% active | O96028; in the data active = inhibition above about 50%
Target sequence (O96028 whole entry, looked up): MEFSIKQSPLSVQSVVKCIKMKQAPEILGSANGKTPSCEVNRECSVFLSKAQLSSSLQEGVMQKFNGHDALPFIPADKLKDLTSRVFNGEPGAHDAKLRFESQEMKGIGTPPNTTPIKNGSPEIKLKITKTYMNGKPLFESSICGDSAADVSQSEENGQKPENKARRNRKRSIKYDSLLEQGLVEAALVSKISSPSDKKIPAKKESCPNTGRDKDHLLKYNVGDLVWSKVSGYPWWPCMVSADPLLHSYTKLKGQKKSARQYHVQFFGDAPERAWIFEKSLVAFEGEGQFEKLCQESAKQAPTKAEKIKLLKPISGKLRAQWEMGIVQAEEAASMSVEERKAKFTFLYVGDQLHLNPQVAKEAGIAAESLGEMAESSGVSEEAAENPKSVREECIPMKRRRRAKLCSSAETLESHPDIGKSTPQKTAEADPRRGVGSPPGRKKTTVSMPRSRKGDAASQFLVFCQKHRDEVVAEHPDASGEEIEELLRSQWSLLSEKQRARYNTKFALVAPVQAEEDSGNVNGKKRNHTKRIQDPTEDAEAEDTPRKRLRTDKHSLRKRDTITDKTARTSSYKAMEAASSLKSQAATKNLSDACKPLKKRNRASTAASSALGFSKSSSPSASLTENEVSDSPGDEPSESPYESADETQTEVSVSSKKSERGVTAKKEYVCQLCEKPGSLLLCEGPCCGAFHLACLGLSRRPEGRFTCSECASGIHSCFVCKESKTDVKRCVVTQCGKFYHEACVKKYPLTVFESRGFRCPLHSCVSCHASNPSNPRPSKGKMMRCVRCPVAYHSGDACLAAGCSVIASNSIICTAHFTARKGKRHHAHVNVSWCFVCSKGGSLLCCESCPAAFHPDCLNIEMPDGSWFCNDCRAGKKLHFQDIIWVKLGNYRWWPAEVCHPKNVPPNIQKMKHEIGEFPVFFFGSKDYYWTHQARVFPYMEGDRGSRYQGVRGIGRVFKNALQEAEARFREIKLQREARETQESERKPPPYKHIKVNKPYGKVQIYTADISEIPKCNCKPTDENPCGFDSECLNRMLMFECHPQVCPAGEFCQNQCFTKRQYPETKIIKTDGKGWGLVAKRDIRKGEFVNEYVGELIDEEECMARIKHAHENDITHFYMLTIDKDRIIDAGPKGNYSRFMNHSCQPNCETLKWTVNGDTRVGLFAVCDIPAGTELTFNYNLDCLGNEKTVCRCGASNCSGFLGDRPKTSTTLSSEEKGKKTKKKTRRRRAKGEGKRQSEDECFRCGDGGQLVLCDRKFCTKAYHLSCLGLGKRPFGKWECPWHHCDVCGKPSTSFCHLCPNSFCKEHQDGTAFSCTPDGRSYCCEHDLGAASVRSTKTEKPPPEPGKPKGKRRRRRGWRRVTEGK
An asterisk follows results filed as active; / = no result given. The list is partial; count on the stated rates, not on these rows.

Value order – CAL PDZ FP-1	C-LANA FP	Arr AP2 block	DSG3 Ab inh	RTF Ca sens inh	Keap1-Nrf2 PPI	CAL PDZ FP-2	V-ATPase pHluor	DAGLB inh	NSD2 HMT inh
> O=C(Nc1cccc(Cl)c1)N(CCCN1CCOCC1)Cc1ccccc1F
    /	-0.9	5	97	4	-2	-0.3	-6	-3	0
> COC(=O)c1sccc1S(=O)(=O)NC(C)c1cnn(-c2ccc(OC)cc2)c1C (stereo not given)
    -2	-1.7	20	113	-2	2	-2.9	-6	-2	11
> COCCNC(=O)c1cccc(OC2CCN(Cc3cccc(SC)c3)CC2)c1
    2	2.6	36	107	-4	0	0.0	5	0	5
> C=CCOc1ccc(/C=C2\SC(=S)N(C(C(=O)O)c3ccccc3)C2=O)cc1 (stereo not given)
    -8	1.2	7	87	-1	-1	-3.3	0	4	20
> O=C(NC1CCCC1)C1CCCN(S(=O)(=O)c2cccc3cccnc23)C1 (stereo not given)
    -5	1.4	4	114	-1	2	-0.2	1	-6	/
> O=C(c1ccco1)N1CCN(S(=O)(=O)N2CCOCC2)CC1
    -4	-2.0	4	99	1	-1	-0.3	4	1	1
> C=CC1=CCN(S(=O)C(C)(C)C)[C@@H]1CCO (stereo not given in full)
    -2	-0.3	14	107	-11	-3	-2.5	2	-2	/
> COc1ccc(N2CC(C(=O)N/N=C/c3ccccc3)CC2=O)cc1 (stereo not given)
    /	0.1	10	104	6	-1	0.4	2	1	-1
> CC1CC(C)CN(c2ccc(-n3cnnn3)cc2[N+](=O)[O-])C1 (stereo not given)
    /	-1.7	22	105	3	-4	-0.6	2	16	4
> CCOC(=O)c1[nH]c2ccc(Br)cc2c1NC(=O)CCN1CCOCC1
    -2	0.3	8	97	-4	6	-0.6	1	0	30
> Cc1ccc(-c2nnc(Nc3ccccc3)o2)cc1
    -2	-1.0	-4	101	4	-2	-2.4	-2	-5	/
> O=C(C[n+]1ccccc1)c1ccc(Cl)cc1
    -5	-0.6	-33	98	-6	-2	/	-3	0	1
> Cc1cc(C(F)(F)F)nn1CC(=O)N(C)c1ccccc1
    0	-0.5	-13	99	-10	2	-0.9	1	0	-4
> COc1cc(/C=C2\C(=N)N3N=C(S(C)(=O)=O)SC3=NC2=O)cc(OC)c1OCCOc1ccc(C)cc1
    10	-2.7	35	101	-5	-1	0.1	-2	5	39
> CCC(C)NC(=O)NCc1ccccc1F (stereo not given)
    -2	-0.1	3	97	9	0	-0.7	2	1	1
> Cc1ccccc1NC(=O)NC1(C(=O)NCc2ccco2)CCCCC1
    /	1.2	24	118	-13	-9	-1.1	-2	-2	2
> CCOc1ccc(NC(=O)CN(C)C(=O)c2c(C)nn(-c3ccc(F)cc3)c2Cl)cc1OCC
    9	-17	-7	101	14	1	0.1	-1	-1	0
> Cn1nc(C(=O)Nc2ccccc2N2CCOCC2)ccc1=O
    -7	-3.0	-8	92	1	2	-1.0	5	-2	-1
> O=C(c1ccc(N2CCOCC2)c([N+](=O)[O-])c1)N1CCCC(C(F)(F)F)C1 (stereo not given)
    9	1.1	-11	106	0	-3	0.1	1	0	0
> O=C(O)CSc1nnc(-c2ccccc2)c(-c2ccccc2)n1
    -4	0.2	0	101	-16	-7	-1.2	2	0	-1

Other records.
Value order – CAL PDZ FP-1	C-LANA FP	Arr AP2 block	DSG3 Ab inh	RTF Ca sens inh	Keap1-Nrf2 PPI	CAL PDZ FP-2	V-ATPase pHluor	DAGLB inh	NSD2 HMT inh
> CN1C(=O)/C(=C2\SC(N3CCCCCC3)=NC2=O)c2ccccc21
    6	-1.7	7	101	1	1	2.1	-2	7	0
> COc1ccccc1CN(C)C(=O)c1cc(-c2cccs2)nc2ccccc12
    -2	-0.7	5	113	-1	-3	-0.9	0	-4	5
> Cc1cccc2c(C(=O)Nn3cnnc3)cc(-c3ccccc3Cl)nc12
    15	-1.0	-6	111	-1	-4	-1.3	2	5	-1
> CC[C@@H](C)C(NC(=O)OC(C)(C)C)c1cn([C@@H](Cc2ccc(O)cc2)C(=O)N2CCN(C(=O)OC(C)(C)C)CC2)nn1 (stereo not given in full)
    0	0.5	-11	104	-3	1	0.8	5	-2	/
> N#CCCn1cc(C(N)=O)c(-c2ccc3ccccc3c2)n1
    -5	1.4	0	83	-10	-1	/	1	1	-1
> CCc1ccc(Nc2ncc3c(n2)CC(C)CC3=O)cc1 (stereo not given)
    1	0.9	-1	101	7	-5	-1.5	0	0	13
> COc1ccc(C(=O)OCC(=O)Nc2ccc(Cl)cn2)cc1
    6	0.9	-20	/	-3	-3	-0.3	-7	-5	-3
> CC(C)CC(COCc1ccc(Cl)cc1)N1CCN(C(=O)c2cccc(C(F)(F)F)c2)CCC1=O (stereo not given)
    -1	1.0	-4	108	-6	-3	-0.5	-5	-6	/
> CNC(=O)CN1C(=O)COc2ccc(S(=O)(=O)N3CCCCCC3)cc21
    -6	-0.7	14	/	-10	-6	-0.6	3	-3	2
> CCOC(=O)N1CCN(C(=S)Nc2ccc(C)cc2C)CC1
    -5	0.7	-4	113	4	-1	-1.6	/	-1	-5
> CCN(CCO)C(=S)Nc1cc(C(=O)OC)ccc1C(=O)OC
    -2	-1.5	-7	106	5	-5	-0.4	-2	-1	1
> Cc1cccc(C(=O)NCCN2CCOCC2)c1[N+](=O)[O-]
    7	0.7	-7	104	0	-6	-0.6	1	0	0
> NC(=O)c1cc(S(=O)(=O)N2CCc3ccccc3C2)cs1
    4	-1.3	16	93	-7	-1	-0.6	-3	-1	-4
> Cc1ccc(S(=O)(=O)N2CCN(C(=O)CN3C(=O)NC(C)(c4ccc(Cl)cc4)C3=O)CC2)c(C)c1 (stereo not given)
    /	0.8	-35	103	1	-3	0.7	8	0	-4
> OCC1(Cc2cccc(Cl)c2)CCCN(Cc2sc(N3CCCC3)nc2Cl)C1 (stereo not given)
    -1	2.8	24	104	-17	-9	-2.2	5	-2	1
> COc1ccccc1C(C)NC(=O)CCC(=O)N1CCN(S(=O)(=O)c2ccc(Cl)cc2)CC1 (stereo not given)
    2	0.4	34	106	-9	0	-0.6	-2	-3	0
> CC(=O)CSc1nnc(-c2ccc3c(c2)OCO3)o1
    -1	1.4	18	/	2	0	-0.1	0	-5	/
> COc1ccc(NC(=O)COc2nsnc2N2CCCCC2)cc1
    /	5.0	5	103	3	-1	-0.1	0	-8	4
> COCCCNC(=S)N1CCN(C(=O)c2ccco2)CC1
    0	0.4	-17	104	-9	5	0.0	0	3	-3
> COc1ccc(C2=NS(=O)(=O)N(C)C(C(=O)NCc3cccs3)=C2)cc1OC
    /	-1.8	1	103	-5	-2	-0.6	2	-3	/

Additional entries
Value order – CAL PDZ FP-1	C-LANA FP	Arr AP2 block	DSG3 Ab inh	RTF Ca sens inh	Keap1-Nrf2 PPI	CAL PDZ FP-2	V-ATPase pHluor	DAGLB inh	NSD2 HMT inh
> Cc1ccc(CN(CC(=O)NC2CCCC2)C(=O)c2csnn2)cc1
    -4	-0.1	6	/	-2	0	-1.6	3	-3	-1
> O=C1CN(S(=O)(=O)c2ccc(Cl)cc2C(F)(F)F)CCN1
    -1	2.2	3	104	12	-2	-2.1	5	2	3
> O=C(C1CCN(Cc2ccc(Cl)cc2)CC1)N1CCN(Cc2ccc3c(c2)OCO3)CC1
    2	-0.7	-1	100	2	-4	0.6	4	2	18
> Nc1c(C(=O)CSc2nnnn2-c2ccccc2)c(=O)[nH]c(=O)n1C1CC1
    1	0.2	-1	125	-1	-5	1.4	-2	1	0
> CC(C)Oc1cccc(NC(=O)c2cnccc2C(F)(F)F)c1
    /	-0.7	1	106	-2	0	-0.8	2	2	15
> Cc1ccc(-c2cn3c(n2)SCC3)cc1
    -5	-0.2	6	106	-1	-1	-0.2	-3	0	-1
> CCOC(=O)c1ccc(CC(=O)c2ccc(O)cc2O)o1
    -3	-1.2	2	96	-2	-7	-0.4	0	-5	/
> S=C(NCCc1ccccc1)N1CCN(C(c2ccccc2)c2ccccc2)CC1
    -3	-0.9	1	83	-7	-5	0.5	1	-8	12
> COc1ccc(NC(=O)C(=O)NCc2ccncc2)c(OC)c1
    3	3.1	-1	104	-5	3	-2.6	3	3	-1
> Cc1ccc(NC(=O)c2ccc([N+](=O)[O-])o2)c(C)c1
    /	-1.0	9	99	0	-5	0.5	-1	2	18
> CN1CCN(C2=C(Cl)C(=O)C(c3cnc(N4CCCCC4)s3)=C(Cl)C2=O)CC1
    /	2.4	107*	103	-10	-3	2.8	17*	9	/
> C[C@H](NC(=O)C1CC(=O)N(c2ccc3c(c2)OCCO3)C1)C(=O)NCc1ccco1 (stereo not given in full)
    -2	-1.7	-2	/	-1	-2	-1.9	0	-2	/
> O=C(COC(=O)c1cnccn1)c1ccc2ccccc2c1
    -1	1.2	13	105	-8	2	/	-1	3	-2
> Cc1ccc(S(=O)(=O)N(CC(=O)NCC2CCCO2)Cc2ccc(F)cc2)cc1 (stereo not given)
    /	-0.9	3	113	-19	-2	-0.5	3	-3	1

Nothing new here: ten of the compounds above.
Value order – CAL PDZ FP-1	C-LANA FP	Arr AP2 block	DSG3 Ab inh	RTF Ca sens inh	Keap1-Nrf2 PPI	CAL PDZ FP-2	V-ATPase pHluor	DAGLB inh	NSD2 HMT inh
> CCOc1ccc(NC(=O)CN(C)C(=O)c2c(C)nn(-c3ccc(F)cc3)c2Cl)cc1OCC
    9	-17	-7	101	14	1	0.1	-1	-1	0
> Cn1nc(C(=O)Nc2ccccc2N2CCOCC2)ccc1=O
    -7	-3.0	-8	92	1	2	-1.0	5	-2	-1
> O=C(c1ccc(N2CCOCC2)c([N+](=O)[O-])c1)N1CCCC(C(F)(F)F)C1 (stereo not given)
    9	1.1	-11	106	0	-3	0.1	1	0	0
> O=C(O)CSc1nnc(-c2ccccc2)c(-c2ccccc2)n1
    -4	0.2	0	101	-16	-7	-1.2	2	0	-1
> CN1C(=O)/C(=C2\SC(N3CCCCCC3)=NC2=O)c2ccccc21
    6	-1.7	7	101	1	1	2.1	-2	7	0
> COc1ccccc1CN(C)C(=O)c1cc(-c2cccs2)nc2ccccc12
    -2	-0.7	5	113	-1	-3	-0.9	0	-4	5
> Cc1cccc2c(C(=O)Nn3cnnc3)cc(-c3ccccc3Cl)nc12
    15	-1.0	-6	111	-1	-4	-1.3	2	5	-1
> CC[C@@H](C)C(NC(=O)OC(C)(C)C)c1cn([C@@H](Cc2ccc(O)cc2)C(=O)N2CCN(C(=O)OC(C)(C)C)CC2)nn1 (stereo not given in full)
    0	0.5	-11	104	-3	1	0.8	5	-2	/
> N#CCCn1cc(C(N)=O)c(-c2ccc3ccccc3c2)n1
    -5	1.4	0	83	-10	-1	/	1	1	-1
> CCc1ccc(Nc2ncc3c(n2)CC(C)CC3=O)cc1 (stereo not given)
    1	0.9	-1	101	7	-5	-1.5	0	0	13
